EPAC2 ag: agonists of human EPAC2 (RAPGEF4); Q8WZA2; EPAC2 activation, biochemical qHTS; response scale: 100% = 6.5 mM cAMP response; Potency, µM (doses to about 154 µM), without a hit: top-dose activation, usual class: activators; 0.079% of 360,000 active; further: potency means the concentration at half of the fitted maximal effect; nearly all actives have a fitted effect of over 50% in size
Target sequence (Q8WZA2 whole entry, looked up): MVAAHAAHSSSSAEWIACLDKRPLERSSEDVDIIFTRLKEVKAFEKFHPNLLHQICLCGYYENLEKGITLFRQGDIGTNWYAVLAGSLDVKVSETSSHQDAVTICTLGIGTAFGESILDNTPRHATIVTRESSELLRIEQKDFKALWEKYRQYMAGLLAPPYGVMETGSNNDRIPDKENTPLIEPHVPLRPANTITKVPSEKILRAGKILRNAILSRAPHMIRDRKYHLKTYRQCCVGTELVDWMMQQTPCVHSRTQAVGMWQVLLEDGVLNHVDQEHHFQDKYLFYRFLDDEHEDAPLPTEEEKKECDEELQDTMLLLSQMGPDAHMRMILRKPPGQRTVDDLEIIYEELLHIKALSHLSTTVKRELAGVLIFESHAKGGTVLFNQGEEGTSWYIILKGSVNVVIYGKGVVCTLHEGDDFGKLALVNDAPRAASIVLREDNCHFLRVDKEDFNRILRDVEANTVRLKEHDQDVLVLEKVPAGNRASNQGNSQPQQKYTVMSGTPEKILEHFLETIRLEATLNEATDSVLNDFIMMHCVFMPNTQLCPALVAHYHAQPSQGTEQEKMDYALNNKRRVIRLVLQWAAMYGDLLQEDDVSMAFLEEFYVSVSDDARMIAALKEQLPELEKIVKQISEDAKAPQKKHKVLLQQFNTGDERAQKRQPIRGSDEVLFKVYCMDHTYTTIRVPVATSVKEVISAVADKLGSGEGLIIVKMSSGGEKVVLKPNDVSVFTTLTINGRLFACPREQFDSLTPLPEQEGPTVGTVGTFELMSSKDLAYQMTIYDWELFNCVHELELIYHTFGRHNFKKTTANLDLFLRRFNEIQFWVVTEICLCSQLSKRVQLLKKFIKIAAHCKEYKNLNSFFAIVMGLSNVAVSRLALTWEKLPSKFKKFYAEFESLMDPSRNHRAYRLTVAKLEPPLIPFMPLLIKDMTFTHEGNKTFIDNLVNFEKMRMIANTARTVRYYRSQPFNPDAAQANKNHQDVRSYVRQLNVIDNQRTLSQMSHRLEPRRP
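Fluorescence exchange assay: 100 nM EPAC2 with 250 nM RAP1B-BODIPY-GDP and 50 uM GDP; compounds tested as a concentration-titration series (qHTS). Loss of Rap1-bound BODIPY-GDP fluorescence read at 480/540 nm; data normalized to 6.5 mM cAMP.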
IL-2 act: IL-2 activation; 0.065% of 360,000 active; AID 652025; IL-2 activation reporter assay, cell-based qHTS; stimulated with anti-CD3/CD4/CD28 beads; in transgenic mouse T cells; activation, % (series mostly up to about 46 µM); in the data active means activation above about 50%; inconclusive means mostly about 30% to 49%; further: 0% is about no effect
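Unstimulated transgenic mouse T cells preincubated 60 min with compound, then stimulated with anti-CD3/anti-CD4-coated beads plus anti-CD28 for 18 h at 37 degrees C. IL-2 response read as EGFP and DsRed fluorescence by plate cytometry.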
ATXN viability: viability counter-screen for ATXN expression inhibitors; S2 cells (HEK-293 line with an ATXN2-luciferase reporter) viability, CellTiter-Fluor protease fluorescence, 24 h; Potency, µM (titrated, usually from 56.7 µM), usual class: cytotoxic; 0.49% of 400,000 active; AID 651635; further: potency means the concentration at half of the fitted maximal effect; nearly all actives have a fitted effect of over 40% in size
TGFb SMAD3 inh: inhibitors of TGF-b signaling. HepG2 CAGA-GFP TGF-b/SMAD3 reporter, GFP fluorescence, 18 h; TGF-beta stimulated, 500 pg/mL final. Potency, µM (titrated, usually from 46.1 µM), inactives show top-dose activity, negative = inhibition, most hits filed as inhibitors. 1.2% of 410,000 active; further: potency means the concentration at half of the fitted maximal effect; on the % scale 0 is the no-effect control and ±100 the full control effect; nearly all actives have a fitted effect of over 65% in size
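GFP signal (ex488/em500-530) from TGF-beta-stimulated HEPG2 CAGA-GFP cells, 500 pg/mL final, 18 h at 37 degrees C in DMEM plus 1% FBS, normalized to unstimulated and DMSO-stimulated controls.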
ATXN2 expr inh: ATXN2 expression inhibition; HEK-293 ATXN2-luciferase reporter, luminescence, 24 h; Potency, µM (series often up to 57 µM), inactives show top-dose activity change, negative = inhibition, hits mostly inhibitors; 0.72% of 360,000 active; AID 1745845; further: potency means the concentration at half of the fitted maximal effect; on the % scale 0 is the no-effect control and ±100 the full control effect; nearly all actives have a fitted effect of over 55% in size
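ATXN2-luciferase reporter cells (luciferase flanked by upstream and downstream ATXN2 gene portions) were treated 24 h at 37 °C with compounds at up to 57 uM. SteadyGlo luminescence gave expression; GF-AFC fluorescence gave viability.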
HepG2 viability: counter-screen for TGF-b inhibitors: cytotoxicity in HepG2 cells; Potency, µM (titrated, usually from 46.1 µM), for the others: at the highest dose activity change, negative = cytotoxicity, usual class: cytotoxic; 0.76% of 410,000 active; HepG2 CAGA-GFP viability, ATP luminescence, 18 h; further: potency means the concentration at half of the fitted maximal effect; some results filed as inactive show a strong effect at the top dose
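HepG2 CAGA-GFP cells (1000/well, DMEM with 1% FBS) received compound, then TGF-beta at 500 pg/mL final, and were incubated 18 hours at 37 degrees C. Viability was read by CellTiter-Glo luminescence. Media-only wells were set as complete cell-killing and DMSO as no toxicity.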
Nrf2 activator: activates Nrf2 signaling; AREc32 ARE-luciferase reporter (MCF7-derived line), luminescence, 24 h; Potency, µM (top dose mostly 46.1 µM), for the others: at the highest dose activation, hits mostly activators; 0.31% of 410,000 active; further: potency means the concentration at half of the fitted maximal effect; % of control where 0% means no effect; nearly all actives have a fitted effect of over 65% in size
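Steps: seed AREc32_Fluc cells (1000/well, 5% FBS OPTI-MEM); incubate overnight at 37 deg C; add 23 nL compound; incubate 24 hr; add Steady-Glo; hold 30 min RT; read luminescence.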
A549 tox: counter-screen for Nrf2 inhibitors: cytotoxicity in A549 cells; AID 504648; Potency, µM (series often up to 46 µM), without a hit: at the top dose activity change, negative = cytotoxicity, most hits filed as inhibitors; A549 ARE-Fluc cells, CellTiter-Fluor viability, 18-24 h; 0.16% of 390,000 active; further: potency means the concentration at half of the fitted maximal effect; on the % scale 0 is the no-effect control and ±100 the full control effect
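A549 ARE_Fluc cells in 5% FBS OPTI-MEM were exposed to compounds in concentration-response for 18-24 h at 37 deg C. Viability was read by CellTiter-Fluor fluorescence (Ex 405/Em 525) after 30 min, before the luciferase read.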
Nrf2 inh: blocks Nrf2 signaling; A549 ARE-Fluc reporter, luciferase luminescence, 18-24 h; Potency, µM (highest dose often 46 µM), inactives show at the top dose activity change, negative = inhibition, most hits filed as inhibitors; 2.1% of 360,000 active; AID 504444; further: potency means the concentration at half of the fitted maximal effect; on the % scale 0 is the no-effect control and ±100 the full control effect; nearly all actives have a fitted effect of over 60% in size
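Nrf2 activity is the BugLite luminescence, read 15 min after reagent at room temperature, following CellTiter-Fluor cytotoxicity readout (30 min, 37C). Compound titrations were applied for 18-24 h to 5000 A549 ARE_Fluc cells/well in 5% FBS OPTI-MEM.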
The depositor's hits bear a star; i = inactive; ? = inconclusive; nt = no result given; & = joins results of further samples; [ ] = another dose, or the depositor's remark. Unless noted, the call rests on the fitted dose curve; in most records, active means well fitted curve in the direction sought with a large enough effect; inconclusive means small, poorly fitted or top-dose-only effect, or another doubt; inactive means no such curve, though single readings can be large; an effect the other way counts as inactive or inconclusive.

SMILES	EPAC2 ag	IL-2 act	ATXN viability	TGFb SMAD3 inh	ATXN2 expr inh	HepG2 viability	Nrf2 activator	A549 tox	Nrf2 inh
CC1(C)N=C(c2cccs2)C(C)(C)N1O	0%	0.8	i	8%	1%	5%	0.0%	-1%	2%
CCOc1cc(C)cc2oc(=O)cc(-c3ccccc3)c12	11%	-0.5	i	?	-1%	-47%	-0.6%	-2%	?
Cc1ccc(S(=O)(=O)N(CC(=O)N2CCOCC2)c2ccccc2F)cc1	0%	-0.5	i	12%	-3%	8%	0.1%	1%	-16%
Cc1cccc(NS(=O)(=O)c2ccc(C)c(C(=O)NCc3ccncc3)c2)c1	3%	-1.2	i	-17%	-4%	0%	0.0%	2%	-2%
CCCOC(=O)c1ccc(NC(=O)c2ccoc2C)cc1	6%	-0.7	i	2%	55%[activator]	-3%	0.7%	-2%	1%
O=C(COC(=O)CCC(=O)c1cccs1)Nc1ccc(S(=O)(=O)N2CCOCC2)cc1	-1%	2.7	i	0%	-4%	-7%	0.2%	-11%	2%
CCCCOC(=O)Nc1cc(Cl)ccc1C	8%	0.1	i	0%	-1%	-11%	0.0%	5%	nt
COC(=O)C(NC(=O)CSc1nc(N)cc(=O)[nH]1)c1ccccc1 (stereo not given)	-1%	-3.3	i	6%	1%	7%	0.1%[9.22 µM]	1%	-5%
COc1cc(C(C)=O)ccc1OCC(=O)Nc1ccc(C)c(S(=O)(=O)N2CCCCCC2)c1	11%	-1.1	?	?	28µM*	-31%	-1.5%	-12%	?
O=C(NCc1ccc2c(c1)OCO2)C1CCN(S(=O)(=O)N2CCCCC2)CC1	-5%	0.0	i	0%	0%	0%	0.7%	6%	-1%
Nn1c(SCc2nc3ccccc3[nH]2)nnc1-c1ccccc1	9%	-0.6	nt	-10%	nt	-3%	-0.8%	-7%	-23%
Cc1ccc(CNC(=O)/C=C/c2cccs2)cc1	-1%	-0.6	i	-23%	-1%	-6%	4.1%	-3%	20%
Cc1ccc(-n2nc(C(=O)O)cc2-c2ccccc2Cl)cc1	0%	0.3	i	0%	-3%	11%	2.6%	-7%	-19%
c1ccc(-c2nc(NCC3CC3)nc3ccsc23)cc1	11%	-0.2	i	-5%	7%	-17%	?	nt	nt
COc1ccc(NC(=O)CN(C)CC(=O)c2[nH]c(C)c(C(C)=O)c2C)cc1	2%	-0.3	i	7%	-18%	-14%	2.7%	-9%	?
Cc1ccc(NS(=O)(=O)c2c(C)noc2C)cc1	7%	1.3	i	-5%	13%	-1%	0.5%	1%	13%
CCOc1ccc(-c2cc(NC(=O)c3cccc(Cl)c3)c(C(=O)OC)s2)cc1	nt	nt	nt	-19%	nt	-21%	0.1%	4%	15%
COc1cccc2c(=O)c3c([nH]c12)OC(C)(C)C3	-11%	-0.3	i	-16%	-21%	19%	-0.9%	0%	?
Cc1ccc(O)c(N=Cc2cc(Cc3ccccc3)cc([N+](=O)[O-])c2O)c1	13%	-1.3	i	?	-2%[11.3 µM]	0%	19%	2%	0%
Cc1cc(=O)oc2cc(OCC(=O)NC3CC(C)(C)NC(C)(C)C3)ccc12	8%	-1.6	i	-19%	10%	5%	-0.1%	1%	7%
CN1CCN(c2ccc([N+](=O)[O-])cc2C(=O)N2CCCCC2)CC1	2%	-3.0	i	-1%	3%	-62%	-0.1%	0%	10%
O=C(Cc1cccc(NC(=O)C2CCN(C(=O)C3CCCCC3)CC2)c1)Nc1cccc(C(=O)N2CCCC2)c1	-1%	0.0	i	-14%	1%	3%	-0.2%	-1%	2%
CCOC(=O)c1ccc2c(c1)[n+](CC)c(C)n2-c1ccccc1	7%	-1.1	i	6%	-4%	0%	0.1%	1%	-26%
COc1ccc(Br)cc1-c1noc(-c2ccccc2)n1	-1%	1.0	i	?	4%	-3%	?	9%	?
CCC(C)(C)n1nnnc1C(c1cccnc1)N1CCC(Cc2ccccc2)CC1 (stereo not given)	3%	-1.5	i	?	-5%	4%	2.1%	5%	-18%

Compounds from the list above with an aryl methoxy group (4):
SMILES	EPAC2 ag	IL-2 act	ATXN viability	TGFb SMAD3 inh	ATXN2 expr inh	HepG2 viability	Nrf2 activator	A549 tox	Nrf2 inh
COc1cc(C(C)=O)ccc1OCC(=O)Nc1ccc(C)c(S(=O)(=O)N2CCCCCC2)c1	11%	-1.1	?	?	28µM*	-31%	-1.5%	-12%	?
COc1ccc(NC(=O)CN(C)CC(=O)c2[nH]c(C)c(C(C)=O)c2C)cc1	2%	-0.3	i	7%	-18%	-14%	2.7%	-9%	?
COc1cccc2c(=O)c3c([nH]c12)OC(C)(C)C3	-11%	-0.3	i	-16%	-21%	19%	-0.9%	0%	?
COc1ccc(Br)cc1-c1noc(-c2ccccc2)n1	-1%	1.0	i	?	4%	-3%	?	9%	?

Following part:
SMILES	EPAC2 ag	IL-2 act	ATXN viability	TGFb SMAD3 inh	ATXN2 expr inh	HepG2 viability	Nrf2 activator	A549 tox	Nrf2 inh
Cc1nc(Cl)sc1C(=O)NC(C)c1ccc(Cl)cc1 (stereo not given)	-2%	-0.8	i	-29%	-7%	11%	7.5%	4%	-6%
CSc1ccc(CN(C)CCc2ccccn2)cc1	2%	-1.1	i	?	nt	-46%	-0.3%	11%	-8%
C=CCNC(=O)c1ccccc1NC(=O)Nc1ccccc1	4%	-0.9	i	1%	11%	-8%	3.1%	6%	24%
CC1(c2nc3ccccc3[nH]2)CCC2=Nc3ccccc3CN21 (stereo not given)	9%	0.9	i	nt	-6%	nt	-0.7%	nt	nt
COc1ccc(CCNc2cc(=O)[nH]c(N)n2)cc1	3%	0.2	i	-14%	0%	-3%	3.4%	1%	7%
CN(C)c1cccc2c1C(=O)c1ccccc1C2=O	-8%	-0.5	?	-23%	-3%	-18%	0.1%	?	-14%
CC(C)c1cc(C(F)(F)F)n2nc(C(=O)Nc3ccc4c(c3)OCO4)cc2n1	16%	-1.0	i	-24%	100%[activator]	-3%	3.4%	-14%	21%
COc1ccccc1CCN=C(N)NS(=O)(=O)c1ccccc1	13%	-0.3	i	-3%	4%	-53%	0.3%	1%	-13%
O=C(c1ccc2c(Cl)c3c(nc2c1)CCCC3)N1CCN(c2ccc(F)cc2)CC1	17%	-4.7	i	?	-18%	-26%	4.0%	20%	?
Cc1ccc(S(=O)(=O)N2CCCOC2CNC(=O)C(=O)NCCC2=CCCCC2)cc1 (stereo not given)	13%	0.8	i	-13%	-13%	3%	5.2%	-2%	?
CC1CN(S(=O)(=O)c2cccc(C(=O)OC(C)C(=O)NC3CCCCC3C)c2)CC(C)O1 (stereo not given)	15%	-0.6	i	2%	-6%	-19%	2.3%	3%	4%
CC(CN1CCC(n2nccc2NC(=O)CCCc2ccccc2)CC1)c1ccccc1 (stereo not given)	10%	-3.9	i	-21%	-11%	-28%	3.0%	-4%	-27%
CCCCC1CCC(C(=O)N2CC(=O)Nc3ccc(F)cc3C2c2ccc(F)cc2)CC1 (stereo not given)	nt	nt	?	?	?	-37%	0.7%	-13%	12%[9.27 µM]
CCN(CC)C(=O)c1ccc(C)c(Br)c1	-8%	1.9	i	14%	-1%	4%	-0.6%	2%	0%
NC(=O)CC[C@H](NC(=O)c1ccc(F)cc1)C(=O)OCC(=O)NCc1ccc2c(c1)OCO2	0%	-2.0	?	-1%	-7%	1%	-0.3%	-4%	0%
COc1cccc(Nc2c(F)c(OC)c(F)c(F)c2C(=O)O)c1	-1%	2.8	i	-23%	-7%	15%	-0.1%	-5%	nt
CCCOc1ccc(C2C(C(=O)c3ccc(C)o3)=C(O)C(=O)N2Cc2ccco2)cc1 (stereo not given)	-1%	-0.2	i	3%	-1%	-16%	-0.9%	?	-29%
Cc1cccc(CNC(=O)CCn2ccc3cc(S(=O)(=O)N4CCCC4)ccc32)c1	8%	0.8	i	-17%&-1%	-16%	-21%&-16%	0.7%&3.4%	0%&11%	3%&0%
COc1cccc(NC(=O)CNC(=O)Cn2c(C)cc3ccccc3c2=O)c1	nt	nt	i	26%	-8%	-1%	-0.6%	0%	6%[9.27 µM]
O=C(Nc1ccc(F)cc1)c1cccnc1	10%	0.0	i	-4%	10%	9%	-0.1%	3%	6%
CNc1nc(NC)c2cn[nH]c2n1	4%	-2.0	i	5%	11%	9%	-0.2%	-2%	3%
Cc1ccc(-c2[nH]ncc2C(=O)c2ccc(Br)cc2)c(O)c1	7%	-2.8	i	?	-9%	-32%	2.5%	0%	2%
CN(C)Cc1ccccc1Cc1ccccc1	0%	-2.5	i	-28%	4%	9%	0.3%	-2%	-4%
N#Cc1c(-c2ccccc2Cl)c2c([nH]c1=O)-c1ccccc1OC2	-4%	0.3	nt	2%	-6%	17%	0.2%	-3%	-9%
COc1cccc(NC(=O)c2c(C)nn(-c3cccc(C)c3)c2-n2cccc2)c1	nt	nt	nt	?	nt	-40%	1.6%	18%	?
C[C@@H]1O[C@@H](O[C@H]2[C@H](Oc3cc(O)c4c(c3)O[C@H](c3ccc(O)cc3)CC4=O)O[C@H](CO)[C@@H](O)[C@@H]2O)[C@H](O)[C@H](O)[C@H]1O	3%	0.0	i	-7%	6%	-2%	0.6%	-5%	11%
C[C@@H]1CN([C@H](C)CO)C(=O)CCCn2nncc2CO[C@H]1CN(C)S(=O)(=O)c1cccc(F)c1	6%	-1.8	i	24%	5%	1%	0.4%	nt	nt
COc1ccc(C(=O)NNC(=O)C2=NN(c3ccccc3)C(=O)CC2)cc1	-3%	0.2	i	8%	-7%	1%	-0.3%	4%	2%
O=C(CCc1ccccc1)NNC(=O)c1cc(Cl)ccc1O	6%	-1.2	i	-23%	?	-29%	-0.7%	-6%	-13%
CC(C)COC(=O)CCn1[nH]c(=O)c2ccccc2c1=O	-5%	-1.6	i	9%	5%	-24%	0.6%	nt	1%
